NCI-60 one-dose screen, 48 h, at 10 µM unless noted. Numbers give growth in % (100 = growth as untreated, 0 = no growth, -100 = all killed).
U251: U251 CNS tumor cells; 5.4% of 80,000 active
KM12: KM12 colon cancer cells. 5% of 82,000 active
SF-539: SF-539 CNS cancer | 6.8% of 81,000 active
SF-295: SF-295 CNS cancer cells. 5.6% of 79,000 active. AID 1794758
SNB-75: SNB-75 CNS cancer; 5% of 79,000 active; AID 1794750
SNB-19: SNB-19 CNS cancer cells; 2.5% of 81,000 active; AID 1794751
HCC-2998: HCC-2998 colon cancer; AID 1794799; 4.7% of 79,000 active
HCT-116: HCT-116 colon cancer; 7.3% of 82,000 active; AID 1794798
SF-268: SF-268 CNS cancer cells | 3.1% of 82,000 active
Numbers without * were called inactive; · = not tested or not shown; & = joins results of further samples. How the source made its calls: active means growth percent below 10; inactive means the rest.

SMILES	U251	KM12	SF-539	SF-295	SNB-75	SNB-19	HCC-2998	HCT-116	SF-268
Cc1nc(O)cc(=O)[nH]1	118	110	114	118	97	109	110	113	105
COc1ccc(Cc2ccccc2C(=O)O)cc1	105&105	100&113	94&112	103&108	104&90	104&103	104&124	101&106	107&105
Clc1ccc(C2=Nn3c(nnc3-c3cc(Cl)cc(Cl)c3Cl)SC2)cc1	21	24	73	15	32	33	-8.0*	14	35
COc1ccc(N2CN(c3nc4ccc(NS(=O)(=O)c5ccc(OC)c(OC)c5)cc4s3)C(=O)c3cccnc32)cc1	118	106	116	110	·	97	116	107	99
Cc1cc(C)c2c(NC(=O)Nc3ccc(Cl)c(Cl)c3)n[nH]c2n1	102	104	112	93	89	101	115	108	103
C=CCn1c(SCC(=O)c2ccc(OC)cc2)nnc1-c1c[nH]c2ccccc12	98	105	99	97	115	101	103	95	109
COc1cccc(NC(=O)c2cccc(C3CCc4c(cc(OC)c(OC)c4OC)O3)c2)c1 (centres undefined)	76	81	92	71	86	74	81	62	91
CC(=O)Nc1ccc(Sc2ccc([N+](=O)[O-])o2)cc1	32	57	15	·	58	118	·	-82*	55
C=CCN(CN(CC)CC)CN(CC)CC	99	113	93	116	74	95	109	101	103
CC(C)=CC/C=C(/C)[C@H]1CC[C@]2(C)[C@@H]1CC[C@@H]1[C@@]3(C)C/C(=C/c4cccnc4)C(=O)C(C)(C)[C@@H]3CC[C@]12C	·	102	103	99	70	94	108	97	99
O=C(/C(=C/c1cccs1)Cc1nc2ccccc2[nH]1)c1nc2ccccc2[nH]1	62	95	84	114	67	88	111	86	97
N#Cc1ccc(Cn2c(-c3cscn3)nc3c(Cl)cccc32)cc1	90	81	95	81	85	98	101	56	83
O=C1Nc2ccccc2C/C1=C/c1nc2ccccc2c(=O)[nH]1	99	99	90	102	·	93	117	98	97
O=C(Nc1ccc(Cl)c(Cl)c1)Nc1nnc2ccc(N3CCOCC3)nn12	92	94	91	·	91	95	98	88	96
ClCCOCCn1cnc2c(Cl)nc(Cl)nc21	67	92	97	70	57	88	-90*	-14*	45
Cc1ccc(-c2ccc(Nc3ccccc3)nn2)cc1S(N)(=O)=O	94	39	82	·	87	106	60	79	97
O=c1c2sc3ncc(Cl)cc3c2nnn1-c1cccc(Cl)c1	60	87	82	·	70	98	125	31	66
CCN(CC)CCNC(=O)c1ccc(NC(C)=O)cc1	94	108	107	104	112	98	102	105	109
COc1ccc(N2CCN(Cc3cc(C(=O)/C=C/c4c[nH]c5ccccc45)ccc3O)CC2)cc1	95	110	97	·	·	100	·	110	101
CC(=O)Nc1c(Nc2ccccc2)[nH]c(C)nc1=S	99	106	108	101	101	105	100	114	98
NS(=O)(=O)c1ccc(N=C2NC(=O)/C(=C/c3ccco3)S2)cc1	104	105	102	104	102	93	115	103	114
COC(=O)C1=C(C)NC(=O)NC1c1ccc2c(c1)OCO2 (centres undefined)	101	105	100	103	86	98	106	99	101
COc1cc(C2CC(c3ccc(Cl)c(Cl)c3)=NN2c2ccccc2)cc(OC)c1OC (centres undefined)	63	61	92	62	60	71	79	53	68
CC(C)[P+](c1ccccc1)(c1ccccc1)c1ccccc1	·	34	65	80	48	72	49	49	65
S=C(Nc1ccc(Cl)cc1)c1ccccn1	89	100	102	91	80	92	110	90	97
The list continues.
SMILES	U251	KM12	SF-539	SF-295	SNB-75	SNB-19	HCC-2998	HCT-116	SF-268
OC(c1cc(-c2ccc(C(F)(F)F)cc2)nc(-c2ccc(C(F)(F)F)cc2)c1)C1CCCCN1 (centres undefined)	-85*	-88*	-77*	·	-83*	-66*	-71*	-77*	-84*
CCN(CC)C(=O)c1ccccn1	96	108	102	103	101	111	99	97	105
COc1ccc(/C=C2\Oc3cc(OCCCCCN4CCCCC4)ccc3C2=O)cc1OC	87	80	81	99	81	91	95	-51*	87
CCn1c2ccc(/C=N/NS(=O)(=O)CCN(C)C)cc2c2cc(/C=N/NS(=O)(=O)CCN(C)C)ccc21	100	106	90	103	107	100	104	99	90
COc1ccc(-c2n[nH]c(CN3N=C(C)CC3=O)n2)cc1	105	104	98	107	96	104	99	97	95
CCN(CC)CCNc1cc(OC)c(N)c2cccnc12	79	93	93	94	90	81	78	56	87
Cc1nc(Cl)c(C)c(=O)[nH]1	98	98	103	101	103	108	112	110	103
NS(=O)(=O)c1ccc(-n2ncc3c(NCc4ccccc4)ncnc32)cc1	95	94	107	101	100	99	140	107	107
O=c1c2c3c(sc2n2c(CN4CCN(c5ccc(Cl)cc5)CC4)nnc2n1Cc1ccccc1)CCCC3	81	97	96	98	96	98	98	73	98
CCCCn1c(=O)c(/C=C/C(=O)/C=C(/C=C/c2cc3cc(OC)ccc3n(CCCC)c2=O)OB(F)F)cc2cc(OC)ccc21	102	117	103	111	99	104	123	92	99
Cc1c(Cl)cccc1N1C(=O)CC(Sc2ccccc2N)C1=O (centres undefined)	88	69	93	89	72	83	83	85	·
CC(=O)O[C@@H]1C(C)O[C@H](O[C@H]2C(O)[C@@H](O)C(CO[C@@H]3OC(C)[C@@H](O)C(O)[C@@H]3O)O[C@H]2Oc2c(-c3ccc(O)cc3)oc3cc(O)cc(O)c3c2=O)[C@@H](O[C@@H]2OC(CO)[C@@H](O)C(O)[C@@H]2O)C1O (some centres undefined)	103	101	104	99	96	102	106	106	100
COC(=O)c1cn2c(ccc3c4ccccc4ccc32)c1C(=O)OC	110	109	93	100	106	101	110	99	114
CCOCc1nc(N)nc(N)c1-c1ccc(Cl)c(Cl)c1	94	104	94	101	91	102	114	79	104
COC(=O)/C=C1\S/C(=N\Nc2ccc([N+](=O)[O-])cc2[N+](=O)[O-])N(c2ccccc2)C1=O	98	102	103	106	92	93	111	103	96
COc1ccc(/C(=C/c2ccccc2[N+](=O)[O-])C(=O)O)cc1	104	107	90	105	87	109	108	110	105
CCCCCC1C(C)=CC(C)=C(C)C1(C)CN(C)C (centres undefined)	100	109	98	178	81	·	102	96	110
Clc1ccc(/C=N/c2ccccn2)cc1	·	105	92	96	91	105	104	98	101
COC(=O)[C@@]12CC=C(C)[C@]3(C[C@H](c4ccoc4)OC3=O)[C@H]1C=C[C@@H](O)[C@@]2(O)C(=O)OC	98	103	99	96	89	105	101	98	98
Cc1cc(C(C)(C)C)cc(Cc2cc(C(C)(C)C)cc(C=O)c2O)c1O	96	86	94	94	88	105	89	72	81
CCCC1(/C=N/NC(N)=S)NC(=O)NC1=O (centres undefined)	94	99	104	104	94	104	89	91	101
c1ccc2c(c1)oc1c3cccnc3ccc21	98	99	88	105	70	95	93	84	98
CC1(C)CC[C@]2(C=O)CC[C@]3(C)C(=CC[C@@H]4[C@@]5(C)CCC(=O)C(C)(C)[C@@H]5CC[C@]43C)[C@@H]2C1	71	75	92	84	90	84	97	85	91
CCOC(=O)n1cc(-c2nonc2-c2cn(C(=O)OCC)c3ccccc23)c2ccccc21	104	87	99	91	69	102	89	82	92
COc1ccc(/C=C/C(=O)c2ccc(NC(=O)c3cc4cc5cc(C)ccc5nc4s3)cc2)cc1OC	106	88	100	96	·	100	102	104	98

Rewritten bar-delimited: four of the compounds above
Molecule | U251 | KM12 | SF-539 | SF-295 | SNB-75 | SNB-19 | HCC-2998 | HCT-116 | SF-268
CCCCn1c(=O)c(/C=C/C(=O)/C=C(/C=C/c2cc3cc(OC)ccc3n(CCCC)c2=O)OB(F)F)cc2cc(OC)ccc21 | 102 | 117 | 103 | 111 | 99 | 104 | 123 | 92 | 99
Cc1c(Cl)cccc1N1C(=O)CC(Sc2ccccc2N)C1=O (centres undefined) | 88 | 69 | 93 | 89 | 72 | 83 | 83 | 85 | ·
CC(=O)O[C@@H]1C(C)O[C@H](O[C@H]2C(O)[C@@H](O)C(CO[C@@H]3OC(C)[C@@H](O)C(O)[C@@H]3O)O[C@H]2Oc2c(-c3ccc(O)cc3)oc3cc(O)cc(O)c3c2=O)[C@@H](O[C@@H]2OC(CO)[C@@H](O)C(O)[C@@H]2O)C1O (some centres undefined) | 103 | 101 | 104 | 99 | 96 | 102 | 106 | 106 | 100
COC(=O)c1cn2c(ccc3c4ccccc4ccc32)c1C(=O)OC | 110 | 109 | 93 | 100 | 106 | 101 | 110 | 99 | 114

Other results:
SMILES	U251	KM12	SF-539	SF-295	SNB-75	SNB-19	HCC-2998	HCT-116	SF-268
COC(OC)/C(=N\NC(N)=O)c1ccccc1	123	104	94	106	87	106	103	101	101
CC/C(Cc1ccccc1)=C(/c1ccc(O)cc1)c1ccc(OCCN2CCCCCC2)cc1	100	99	106	98	91	97	104	104	100
CCNC(=S)Nc1ccc(-n2c(=O)c3ccccc3c3ccccc3c2=O)cc1	104	110	101	106	86	109	102	107	107
CCN(CC)CC(=O)Nc1cc(Cl)ccc1C	97	105	96	107	108	98	106	94	99
CN(c1ccc(C(=O)NCCSCc2ccco2)cc1)S(C)(=O)=O	100	101	98	99	84	94	108	103	103
CCOC(=O)C1=C(c2ccccc2)N=c2s/c(=C\c3cc(C)n(-c4ccc(F)cc4)c3C)c(=O)n2C1c1cccc(OC)c1OC (centres undefined)	101	109	101	·	96	103	106	114	102
O=C(CSc1nc2ccccc2c(=O)n1CCc1ccccc1)c1ccc(F)cc1	81	99	87	95	94	97	110	83	75
Cn1cc(-c2cc(N)n3nc(-c4c[nH]c5ccccc45)cc3n2)c2cc(Br)cnc21	-80*	-61*	-93*	-72*	·	-40*	-94*	-91*	0.4*
CCCCCCOc1nc2c(c(=O)n(C)c(=O)n2C)n1C	106	107	105	105	101	·	110	99	101
CCc1c(Nc2ccccc2Cl)nc(N)[nH]c1=O	110	99	100	78	82	106	102	94	105
CCN(CC)CCC(C#N)(CCN(C)C)c1ccccc1 (centres undefined)	107	106	99	90	55	95	107	100	94
CCN(CC)CCNC(=O)Nc1ccc(Oc2ncnn3cc(C(C)(C)O)c(C)c23)cc1Cl	96	105	88	94	76	92	105	93	99
Oc1ccccc1/C=N\NC(=S)N/N=C/c1ccccc1O	24&41	28&39	23&45	31&22	90&77	45&51	50&34	23&28	37&50
CCCCC(CCc1ccccc1[N+](=O)[O-])(C(C)=O)C(=O)OCC (centres undefined)	100	88	103	99	67	104	107	78	88
O=C(NCCCn1ccnc1)OCc1nc2nc(Cl)nc(N3CCOCC3)c2[nH]1	102	103	92	98	74	94	104	98	98
C=C1C(=O)O[C@H]2[C@H]1CC/C(COC(=O)NCCc1c[nH]c3ccccc13)=C\CC[C@@]1(C)O[C@@H]21	60	90	-36*	83	61	57	95	-89*	62
CCN(CC)CCOC(=O)c1ccc(C)cc1	106	123	110	113	107	103	107	109	115
O=C(c1ccccc1O)N1CCCC1	90	107	·	97	88	97	101	89	106
Nc1[nH]nc2nc3n(c(=O)c12)-c1ccccc1Sc1ccccc1-3	105	100	113	101	73	104	105	91	103
Brc1ccc(SCN(CSc2ccc(Br)cc2)Cc2ccccc2)cc1	·	43	50	52	66	84	113	58	45
COc1ccc(Cn2cc(C(=O)Nc3cccnc3Nc3cc(OC)c(OC)c(OC)c3)nn2)cc1	101	101	112	106	111	98	88	92	97
O=C(Nc1ccc(Cl)c(Cl)c1)Nc1ccc2[nH]ccc2c1	100	94	105	88	98	98	102	92	104
CC(C)(C)N1CC(O)C1	100	104	96	98	76	103	97	102	102
Cc1cc(-c2ccc(N=Nc3c(C)nn(-c4ccc(S(=O)(=O)O)cc4)c3O)c(C)c2)ccc1N=Nc1ccc(O)c(C(=O)O)c1	99	96	101	93	100	100	94	100	98
N=C1SC2C(=NC(=S)NC2c2ccc(O)cc2)N1c1nccs1 (centres undefined)	100	102	100	95	136	95	111	102	112
More compounds follow:
SMILES	U251	KM12	SF-539	SF-295	SNB-75	SNB-19	HCC-2998	HCT-116	SF-268
Brc1ccc(/C=N/Nc2nnc(-c3ccncc3)o2)cc1	98	101	103	103	·	102	101	100	100
CC1=C(C(=O)n2c3ccccc3c3ccccc32)C(c2ccc(O)cc2)C(C(=O)n2c3ccccc3c3ccccc32)=C(C)N1	93	97	100	104	84	99	97	94	94
NNC(=O)CSc1nc2ccccc2c(=O)n1CCc1ccc(S(N)(=O)=O)cc1	107	98	105	94	104	98	107	91	96
O=C(CCSCCC(=O)N/N=C/c1ccccc1)N/N=C\c1ccccc1	102	99	85	110	85	108	·	103	96
CCC/C(=C\c1ccc(O)c(O)c1)C(=O)NC(Cc1ccccc1)C(=O)C(=O)NCc1ccccc1 (centres undefined)	98	102	89	98	78	90	99	90	96
N#CC1=C(/N=C/c2ccccc2)Oc2c(ccc3ccccc23)C1c1ccc([N+](=O)[O-])cc1 (centres undefined)	97	98	95	99	60	95	98	92	89
COc1ccc(C2=Nn3c(nnc3-c3ccc(Cl)cc3N)SC2)cc1	92	110	102	94	85	101	120	105	106
COc1cc([N+](=O)[O-])ccc1NC(=O)N(C)Cc1ccccc1	·	104	96	88	88	93	101	110	101
Nc1ccc(S(=O)(=O)N(CCO)CCO)cc1[N+](=O)[O-]	98	110	104	·	95	99	109	105	111
CCOC(=O)NC(=S)c1ccc[nH]1	104	121	·	107	111	112	·	101	100
O=S(=O)(Nc1cccnc1)c1cccnc1	101	110	105	98	84	101	·	103	114
CC1CCCC(C)N1C(=O)c1ccccc1 (centres undefined)	·	108	105	100	73	110	107	97	113
c1ccc(Nc2ncc(Cc3cccc4ccccc34)s2)cc1	76	96	101	90	105	98	101	64	99

Entries of single compounds as entered above.
`Nc1ccc(S(=O)(=O)N(CCO)CCO)cc1[N+](=O)[O-]` in the list: U251: 98; KM12: 110; SF-539: 104; SF-295: ·; SNB-75: 95; SNB-19: 99; HCC-2998: 109; HCT-116: 105; SF-268: 111
`O=C(CCSCCC(=O)N/N=C/c1ccccc1)N/N=C\c1ccccc1` in the list: U251: 102; KM12: 99; SF-539: 85; SF-295: 110; SNB-75: 85; SNB-19: 108; HCC-2998: ·; HCT-116: 103; SF-268: 96
